aSyn yeast inh: inhibitors of alpha-synuclein toxicity in yeast; Yeast expressing alpha-synuclein, growth rescue, BacTiter-Glo, 24 h; Potency, µM (doses to about 46.1 µM), for the others: at the top dose growth rescue (activation), hits mostly activators; 370,000 compounds, 0.14% hits; further: % of control where 0% means no effect; nearly all actives have a fitted effect of over 65% in size
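Readout is rescue of growth in alpha-synuclein-expressing yeast, so inhibitors of toxicity appear as activators. Growth after 24 hr at 30 deg C in galactose medium is quantified by luminescence.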
TDP43 rescue: TDP-43 toxicity inhibition in yeast; Potency, µM (highest dose often 46.1 µM), for inactives: at the top dose growth rescue (activation), actives largely listed as activators; 410,000 compounds, 1.8% hits; TDP-43 expressing yeast growth rescue, BacTiter-Glo, 24 h; further: % of control where 0% means no effect; nearly all actives have a fitted effect of over 50% in size
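Yeast cells expressing TDP-43 under galactose induction are exposed to compounds for 24 hr at 30 deg C. BacTiter-Glo luminescence measures growth, so protective compounds score as activators.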
EPAC2 agonist: EPAC2 (human) agonism | AID 720711 | Q8WZA2 | EPAC2 activation, biochemical qHTS; response scale: 100% = 6.5 mM cAMP response | Potency, µM (highest dose often 154 µM), for the others: top-dose activation, hits mostly activators | 360,000 compounds, 0.079% hits; further: nearly all actives have a fitted effect of over 50% in size
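Readout is BODIPY fluorescence (480 nm excitation, 540 nm emission), which falls as labeled GDP is exchanged off Rap1B. EPAC2 at 100 nM acted on 250 nM RAP1B-BODIPY-GDP with 50 uM GDP present.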
EPAC1 agonist: EPAC1 (human) agonism | EPAC1 agonist qHTS, biochemical assay; response scale: 100% = response to 6.5 mM cAMP | 360,000 compounds, 0.073% hits | Potency, µM (doses to about 154 µM), for the others: top-dose activation, most hits filed as activators; further: nearly all actives have a fitted effect of over 60% in size
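Fluorescent GDP-exchange assay: 100 nM EPAC1 with 250 nM Rap1B preloaded with BODIPY-GDP and 50 uM GDP; compounds tested as concentration series, 5 min at room temperature, then read every 5 min for 30 min (ex 480/em 540 nm); normalized to 6.5 mM cAMP.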
EPAC2 antagonist: blocks human EPAC2 exchange factor | Q8WZA2 | EPAC2 GEF exchange of Rap1B-BODIPY-GDP, fluorescence | Potency, µM (top dose mostly 114 µM), for inactives: at the top dose activity, negative = inhibition, actives largely listed as inhibitors | 360,000 compounds, 0.18% hits | AID 720708; further: on the % scale 0 is the no-effect control and ±100 the full control effect; nearly all actives have a fitted effect of over 45% in size; many of its hits are not listed in these tables
PTHR1 agonist: activates the human parathyroid hormone receptor PTHR1. Potency, µM (doses to about 115 µM), for the others: top-dose activation, hits mostly activators. HEK293 GP2 PTHR1 cells, GloSensor cAMP luminescence, 1 h. AID 743266. 410,000 compounds, 0.075% hits. Q03431; further: nearly all actives have a fitted effect of over 55% in size; some results filed as inactive show a strong effect at the top dose; inactives centre near -15; many of its hits are not listed in these tables
Target sequence (Q03431 whole entry, looked up): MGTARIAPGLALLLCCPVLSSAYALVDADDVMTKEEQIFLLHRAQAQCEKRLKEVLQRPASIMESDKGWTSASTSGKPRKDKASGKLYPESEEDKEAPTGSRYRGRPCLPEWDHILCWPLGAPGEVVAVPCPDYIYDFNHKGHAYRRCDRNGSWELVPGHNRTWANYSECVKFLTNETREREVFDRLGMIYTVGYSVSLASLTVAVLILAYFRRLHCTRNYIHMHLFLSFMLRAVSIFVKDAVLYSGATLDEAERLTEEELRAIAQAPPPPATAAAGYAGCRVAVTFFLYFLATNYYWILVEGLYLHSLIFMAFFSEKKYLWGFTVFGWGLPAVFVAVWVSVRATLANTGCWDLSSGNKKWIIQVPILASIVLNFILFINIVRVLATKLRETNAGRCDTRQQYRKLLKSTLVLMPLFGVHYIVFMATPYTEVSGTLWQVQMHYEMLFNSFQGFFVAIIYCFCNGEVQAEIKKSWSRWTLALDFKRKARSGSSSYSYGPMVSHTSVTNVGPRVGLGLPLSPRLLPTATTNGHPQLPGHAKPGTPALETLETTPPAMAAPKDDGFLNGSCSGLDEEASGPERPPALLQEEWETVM
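HEK-293-derived GP2 cells expressing PTHR1 and a GloSensor cAMP reporter, 3,000/well, plated overnight, given luciferin plus IBMX (each 0.5 mM as added) for 1 h at 37 °C, then compound for 1 h at 37 °C. Luminescence was read after 15 min at room temperature.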
EPAC1 antag: blocks human EPAC1 exchange factor; EPAC1 GEF assay, Rap1b-BODIPY-GDP exchange fluorescence; O95398; 360,000 compounds, 0.14% hits; Potency, µM (series often up to 115 µM), for the others: top-dose activity change, negative = inhibition, usual class: inhibitors;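 further: plate controls were vehicle for no effect and positive control for full effect; nearly all actives have a fitted effect of over 50% in size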
FUS yeast rescue: FUS proteinopathy suppression in yeast; S. cerevisiae FUS-expressing, growth rescue, OD600, 24 h; Potency, µM (top dose mostly 76.6 µM), for the others: top-dose growth rescue (activation), hits mostly activators; 390,000 compounds, 0.24% hits;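 further: plate controls were DMSO vehicle for no effect and reference control for full effect; nearly all actives have a fitted effect of over 55% in size; some results filed as inactive show a strong effect at the top dose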
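Steps: raffinose overnight preculture; dilution to OD 0.005 in 2% galactose minimal medium; compound addition (concentration series); 24hr at 30C, 99% humidity; absorbance read at 600 nm.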
Numbers without * were called inactive; i = inactive; ? = inconclusive; & = joins results of further samples; [ ] = dose if it differs, or a comment. The call rests on the fitted dose curve; in most records, active means well fitted curve in the direction sought with a large enough effect; inconclusive means small, poorly fitted or top-dose-only effect, or another doubt; inactive means no such curve, though single readings can be large; an effect the other way counts as inactive or inconclusive. Potency means the concentration at half of the fitted maximal effect. The list is partial (hit frequency here may not be typical).

SMILES | aSyn yeast inh | TDP43 rescue | EPAC2 agonist | EPAC1 agonist | EPAC2 antagonist | PTHR1 agonist | EPAC1 antag | FUS yeast rescue
CCCCCCCNC(=O)C1CC(=O)N(C)C(=Nc2ccc(OC)cc2)S1 (centres undefined) | 13% | 23% | -28% | -7% | 0% | i | 4% | 36%
COc1ccc(NC(=O)CSc2ncnc3c2sc2ccccc23)c(OC)c1 | -3% | 2% | -10% | 10% | 2% | i | 19% | -3%
NS(=O)(=O)c1ccc(CCNC(=O)c2ccco2)cc1 | -3% | 21% | -6% | -5% | 0% | i | 17% | -20%
CCC1(c2ccccc2)NC(=O)N(CC(=O)Nc2ccc(S(=O)(=O)NC3=NCCCCC3)cc2)C1=O (centres undefined) | 0% | 9% | 4% | 2% | 6% | -20% | 4% | 19%
Cc1c(C(=O)N2CCN(S(=O)(=O)c3ccccc3F)CC2)oc2c(Cl)cccc12 | 0% | 14µM* | 13% | 7% | 0% | -57%[inhibitor] | -11% | ?
c1csc(-c2csc3ncnc(NCCCN4CCOCC4)c23)c1 | 0% | 0% | -3% | -6% | 13% | -23%[57.5 µM] | 2% | 19%
O=C(O)c1ccc(Cl)c(NCc2ccncc2)c1 | -6% | -3% | 4% | 4% | 12% | i | 11% | 3%
CCOC(=O)C1CCN(C2=NC(=O)/C(=C/c3ccc(Cl)cc3)S2)CC1 | 6% | 20µM* | -2% | -3% | 2% | -54%[inhibitor] | -2% | 27%
Nc1nc2c(ncn2[C@@H]2O[C@H](CNC(=O)[C@H](N)Cc3cncn3COCc3ccccc3)[C@@H](O)[C@H]2O)c(=O)[nH]1 | 11% | 18% | 6% | -3% | 4% | -12% | -7% | 3%
Cc1ccc2c(N)[nH]nc2n1 | -1% | -21% | 10% | 5% | 2% | i | 12% | 17%
CCCCOC(=O)c1ccc(NC(=O)c2cc(Cl)ccc2OC)cc1 | 3% | 21% | -14% | -4% | -13% | i | -6% | 5%
O=Nc1c(O)[nH]c2ccc(F)cc12 | 0% | -16%[0.397 µM] | 3% | -1% | -2% | 15% | -11% | 7%

Another view of some results above:
Fields: aSyn yeast inh, TDP43 rescue, EPAC2 agonist, EPAC1 agonist, EPAC2 antagonist, PTHR1 agonist, EPAC1 antag, FUS yeast rescue
Nc1nc2c(ncn2[C@@H]2O[C@H](CNC(=O)[C@H](N)Cc3cncn3COCc3ccccc3)[C@@H](O)[C@H]2O)c(=O)[nH]1
    11%, 18%, 6%, -3%, 4%, -12%, -7%, 3%
CCOC(=O)C1CCN(C2=NC(=O)/C(=C/c3ccc(Cl)cc3)S2)CC1
    6%, 20µM*, -2%, -3%, 2%, -54%[inhibitor], -2%, 27%
c1csc(-c2csc3ncnc(NCCCN4CCOCC4)c23)c1
    0%, 0%, -3%, -6%, 13%, -23%[57.5 µM], 2%, 19%
CCC1(c2ccccc2)NC(=O)N(CC(=O)Nc2ccc(S(=O)(=O)NC3=NCCCCC3)cc2)C1=O (centres undefined)
    0%, 9%, 4%, 2%, 6%, -20%, 4%, 19%
NS(=O)(=O)c1ccc(CCNC(=O)c2ccco2)cc1
    -3%, 21%, -6%, -5%, 0%, i, 17%, -20%

More records
SMILES | aSyn yeast inh | TDP43 rescue | EPAC2 agonist | EPAC1 agonist | EPAC2 antagonist | PTHR1 agonist | EPAC1 antag | FUS yeast rescue
O=C(CCN1C(=O)c2ccccc2S1(=O)=O)N1CCN(c2ccccc2F)CC1 | 2% | 15% | 5% | 1% | -12% | -9% | -4% | 19%
Cc1ccc(N2CCN(S(=O)(=O)N3CCCCCC3)CC2)cc1Cl | -12% | -21% | 8% | 5% | -5% | i | 8% | 12%
Cc1ccc(CS(=O)Cc2ccc(C(=O)NCc3cccs3)o2)cc1 (centres undefined) | 1% | 14% | 5% | -5% | -8% | i | 4% | 10%
CCCCC(=O)Nc1nn(CC)c2nc3c(C)cccc3cc12 | 12% | ? | -5% | -7% | 6% | -48%[inhibitor] | -11% | 1%
COc1ccc(N=NC2=C(O)CC(C)(C)CC2=O)c(OC)c1 | 0% | 22% | 4% | 11% | -8% | -7% | -19% | 26%
O=C(c1cccc(-c2cncc3nccn23)c1)N1CCOCC1 | 1% | -3% | -4% | -5% | 7% | -10% | 7% | -1%
C/C(=N\NC(=O)c1cc2ccccc2cc1O)c1ccccn1 | 10µM* | -26% | 10% | -22% | 14% | -14% | ? | 29%
COc1ccnc(Oc2ccc(C)cc2)c1C#N | 0% | 4% | 1% | 3% | -3% | -24%[57.5 µM] | 0% | 20%
O=C(O)CCCCCCCCCC[n+]1ccccc1 | -2% | 9% | 7% | 1% | -2% | 29% | -2% | 9%
COc1ccc(C(=O)c2[nH]c(N)c(C(=O)NCCc3c[nH]c4ccccc34)c2-c2c(F)cccc2Cl)cc1 | -2% | 5% | 10% | 11% | 9% | -32%[inhibitor] | -9% | 1%
COc1ccc(-c2[nH]ncc2/C=N\NC(=O)c2ccc(Br)o2)cc1OC | -1% | 12% | 10% | 10% | -12% | i | -2% | 21%
O=C(O)c1nn(CCOc2cccc(Br)c2)c(=O)c2ccccc12 | 7% | ? | 5% | 15% | -4% | -2% | ? | 27%
O=C(O)CCCN1C(=O)/C(=C\c2ccccc2OCc2ccccc2)SC1=S | 2% | -19% | 7% | -1% | ? | i | 50µM* | 16%
NC(=O)c1nc[nH]c1C(=O)Nc1cccc(C(F)(F)F)c1 | -15% | -8% | -4% | -12% | -11% | -5% | -1% | -6%
CC1Sc2ccc(S(=O)(=O)CCC(=O)N3CCCCC3)cc2NC1=O (centres undefined) | 7% | 0% | 0% | 2% | -7% | -14% | -15% | 4%
COc1ccccc1CNS(=O)(=O)c1ccc(-c2cnc(C3CC3)o2)cc1 | 1% | 7%&37% | 24% | 2% | -2% | -3% | -29% | ?
C[C@@H](OC(=O)N1CCCCC1)[C@H]1O[C@]2(C)CCCC[C@H]1O2 | -1% | 14% | 10% | 8% | 4% | -26% | 2% | -7%
CS(=O)(=O)c1ccccc1-c1nc(-c2ccc([N+](=O)[O-])cc2)no1 | 5% | 15%[9.22 µM] | 14% | -9% | 4% | i | 4% | -8%
COc1cc(OC)cc(-c2c(-c3cccs3)c3cc(-c4ccc5cc[nH]c5c4)ccc3n2C)c1 | -3% | 0% | 0% | 0% | -10% | -3% | -10% | 45%
c1ccc(-c2onc(-c3ccco3)c2-c2ccc3c(c2)OCO3)cc1 | -1% | 2% | 7% | -12% | ? | -8% | -10% | -9%
O=C(NCCC1CCCC1)c1cccs1 | -9% | 14% | 2% | -7% | 8% | -23% | -11% | -23%
CC(=O)Nc1ccc(S(=O)(=O)NCC(=O)OCC(=O)NCCc2ccccc2)cc1 | 0% | 5% | 3% | -4% | -13% | -12% | -16% | -30%
O=C(O)CC1(CC(=O)Nc2cccc(C(F)(F)F)c2)CCCC1 | -4% | -29% | -4% | -4% | 4% | i | -4% | 10%
O=C(CCS(=O)(=O)c1ccccc1)N1CCCc2ccccc21 | 4% | 16% | 3% | -10% | 0% | i | -5% | -11%
Cc1ccc(CNC(=O)Nc2nnc([C@H]3C[C@H](O)[C@@H](CO)O3)s2)cc1 | 1% | 19% | 9% | 11% | -5% | -10% | 2% | 7%
C=CCn1c(O)c2ccc(C(=O)N=NC(=O)c3ccc(F)cc3)cc2c1O | -7% | -2% | 5% | 4% | 3% | i | -12% | 25%
COc1ccc(C(NC(=O)CN2C(=O)NC3(CCc4ccccc43)C2=O)c2ccc(OC)cc2)cc1 (centres undefined) | -1% | -9% | -2% | 6% | -13% | i | -3% | ?
COc1cccc(N=C2SC(C(=O)Nc3ccccc3F)CC(=O)N2C)c1 (centres undefined) | 5% | -5% | 11% | 14% | -6% | 0%[57.5 µM] | -12% | -8%
CCOC(=O)Nc1ccc(S(=O)(=O)Nn2cnnc2)cc1 | -6% | -12% | 8% | 6% | -2% | 14%[57.5 µM] | -4% | -29%
CCN(CC)CCN(Cc1cc2ccc(C)cc2[nH]c1=O)C(=O)Nc1ccc(Cl)cc1 | -8% | -1% | -5% | -3% | -5% | i | -6% | 2%
NC(=O)c1ccc(N2CCCCC2)c(N2C(=O)CCC2=O)c1 | -1% | -11% | 5% | 9% | 0% | i | 5% | 35%
CC(=O)OCCN1C(=O)c2cccnc2C1=O | 4% | 13% | 10% | 0% | 0% | -12% | 7% | -20%
NNC(=O)C1COc2cc3ccccc3cc2O1 (centres undefined) | -1% | 24% | 10% | 19% | 10% | -25% | -5% | -4%
Cc1ccc(Cn2c(C)c(C(=O)NCc3cccs3)sc2=O)cc1 | -16% | ? | 9% | 5% | -11% | i | -11% | 37%
NC(=O)c1ccccc1NC(=O)NC1CCCCC1 | -13% | 10% | -3% | -12% | 2% | -14%[57.5 µM] | 4% | 17%
COc1ccc(OCc2nnc(SCC(=O)Nc3ccccc3Cl)o2)cc1 | 3% | 14% | 0% | -9% | 0% | -4% | -1% | -28%
CC(C)OCCCN1C=C2C(=O)C(C)(OC(=O)CCc3ccccc3)C(=O)C=C2C=C1c1ccc(C#N)cc1 (centres undefined) | -7% | -9% | -2% | -1% | 10% | ? | 3% | 22%
CC(=O)Nc1ccc(NC(=O)CCN2C(=O)c3ccccc3C2=O)cc1 | -1% | -13% | 9% | -6% | 19% | -22% | 1% | -34%
Cc1cc(C)nc(OC(C(=O)O)C(OCCc2ccccc2)(c2ccccc2)c2ccccc2)n1 (centres undefined) | -8% | -2% | 3% | -9% | -2% | -30% | -6% | ?
Cc1ccc(S(=O)(=O)Nc2nc3ccccc3nc2NCC2CCCO2)cc1 (centres undefined) | 9% | 15% | 3% | 2% | 3% | i | -9% | 9%
Cc1ccc(S(=O)(=O)N2[C@H](c3ccc(Cl)cc3)CC(=O)[C@@H]3CN(S(=O)(=O)c4ccccc4C)[C@H](c4ccc(Cl)cc4)C[C@@H]32)cc1 | 1% | 23% | -2% | -19% | 4% | -61%[inhibitor] | -4% | ?
O=[N+]([O-])c1cc(-c2ccc(/C=N\n3cnnc3)o2)cc([N+](=O)[O-])c1 | 0% | 17% | 1% | 5% | 2% | i | -22% | 22%
Cc1cc(C)cc(OCC(=O)Nc2ccccc2N2CCCCC2)c1 | 8% | 6% | -17% | 7% | -15% | i | -12% | -9%
O=C(NCCc1c[nH]c2ccccc12)C1CCN(S(=O)(=O)c2ccccc2)CC1 | 1% | 1% | 1% | -9% | -3% | i | 11% | 3%
Cc1ccccc1/C(N)=N/OC(=O)N1c2ccccc2Sc2ccccc21 | 0% | ? | 16% | 23% | -1% | i | -9% | 35%
CCCN1CCc2c(sc3nc(SCC)n(-c4ccccc4)c(=O)c23)C1 | 13% | 0% | 13% | 5% | -2% | i | -4% | 41%

Compound activity as filed in PubChem BioAssay.
